Source: PubChem BioAssay (several laboratories)
IDE cell inh – human IDE inhibitors in live cells, primary screen, fluorescence polarization, HEK cells, FAbetaB substrate; Insulin-degrading enzyme (Homo sapiens), P14735; FAbetaB cleavage; inhibition, % at 5.59 µM; 0.41% of 320,000 active;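 active = percent inhibition above the average of all tested compounds plus 3 SD, set per screening campaign, cut at about 16% in these data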;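 note: IDE supplied by intact live HEK cells; FP after avidin binding of uncleaved biotin substrate so inhibition keeps polarization high; 0% = DMSO wells and 100% = 60 µM reference IDE inhibitor Ii1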
Target sequence (P14735 whole entry, looked up): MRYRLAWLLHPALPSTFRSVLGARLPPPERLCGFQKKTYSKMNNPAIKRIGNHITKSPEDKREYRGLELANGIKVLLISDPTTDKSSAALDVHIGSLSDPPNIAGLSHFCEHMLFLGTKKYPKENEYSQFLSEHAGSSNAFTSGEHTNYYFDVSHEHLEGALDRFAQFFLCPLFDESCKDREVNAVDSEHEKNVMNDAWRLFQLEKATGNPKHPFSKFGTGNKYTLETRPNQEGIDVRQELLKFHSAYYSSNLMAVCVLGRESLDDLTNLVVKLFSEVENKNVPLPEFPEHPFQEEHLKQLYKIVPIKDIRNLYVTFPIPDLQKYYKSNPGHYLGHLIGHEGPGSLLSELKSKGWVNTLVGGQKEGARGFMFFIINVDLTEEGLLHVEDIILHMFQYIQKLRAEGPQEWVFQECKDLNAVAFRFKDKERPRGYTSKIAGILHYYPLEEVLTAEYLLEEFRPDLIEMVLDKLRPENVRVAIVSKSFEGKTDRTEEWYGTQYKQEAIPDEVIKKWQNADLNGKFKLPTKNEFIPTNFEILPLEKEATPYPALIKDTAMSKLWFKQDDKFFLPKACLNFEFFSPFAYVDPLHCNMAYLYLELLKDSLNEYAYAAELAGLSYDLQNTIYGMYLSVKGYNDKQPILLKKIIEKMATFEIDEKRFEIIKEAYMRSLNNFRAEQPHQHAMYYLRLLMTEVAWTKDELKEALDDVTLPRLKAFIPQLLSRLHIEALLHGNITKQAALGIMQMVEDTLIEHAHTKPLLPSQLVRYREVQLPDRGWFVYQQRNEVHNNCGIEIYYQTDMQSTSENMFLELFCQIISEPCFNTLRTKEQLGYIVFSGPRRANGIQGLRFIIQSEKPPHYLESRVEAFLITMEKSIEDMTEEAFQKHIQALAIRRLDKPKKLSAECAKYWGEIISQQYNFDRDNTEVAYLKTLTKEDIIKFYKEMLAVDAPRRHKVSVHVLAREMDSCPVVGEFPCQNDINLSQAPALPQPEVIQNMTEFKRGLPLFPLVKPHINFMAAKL
CHRM5 PAM – human M5 muscarinic receptor positive allosteric modulators, primary screen, CHO-K1 cells, Fluo-8 calcium fluorescence; Muscarinic acetylcholine receptor M5 (Homo sapiens), P08912; CHO-K1 hM5, ACh EC20 PAM; 0% = ACh EC20, 100% = ACh EC100; activation, % at 3 µM; 0.3% of 360,000 active;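 active = activation above the run cutoff, the mean activation of all test compounds plus 3 SD, cut at about 18% in these data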
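Assay system: CHO-K1 hM5 cells / Incubation: Fluo-8 loading 80 min at 37 °C plus 30 min room temperature / Technique: Fluo-8 calcium dye fluorescence, kinetic read / Repeats: single replicate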
CHRM5 agonist – human M5 muscarinic receptor agonists, primary screen, CHO-K1 cells, Fluo-8 calcium fluorescence | Muscarinic acetylcholine receptor M5 (Homo sapiens), P08912 | CHO-K1 hM5 cells; 0% DMSO wells, 100% maximal acetylcholine response | 0.19% of 360,000 active | activation, % at 3 µM;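 active = activation above the run's mean over test compounds plus 3 SD, cut at about 23% in these data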;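 note: signal is peak over basal fluorescence ratio across the kinetic read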
M4 ag – human M4 muscarinic receptor agonists, primary screen, CHO-K1 cells, Fluo-8 calcium fluorescence; AID 624127, 2012; CHO-K1 hM4/Gqi5; vehicle 0%, full acetylcholine response 100%; activation, % at 3 µM; Muscarinic acetylcholine receptor M4 (Homo sapiens), P08173; 0.14% of 360,000 active;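 active = activation above the run mean over all test wells plus 3 SD, cut at about 32% in these data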;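 note: peak over basal fluorescence ratio per well then scaled between controls; 0% = DMSO wells and 100% = acetylcholine at EC100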
M5 antag – human M5 muscarinic receptor antagonists, primary screen, CHO cells, Fluo-8 calcium fluorescence | Muscarinic acetylcholine receptor M5 (Homo sapiens), P08912 | CHO-hM5 cells, ACh EC80 | inhibition, % at 3 µM | 0.59% of 360,000 active | AID 624040, 2012;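 active = inhibition above a per-plate cutoff, the mean of that plate's test compounds plus 3 SD, cut at about 27% in these data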;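 note: 0% = acetylcholine EC80 with DMSO and 100% = DMSO without agonist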
CRFBP-R2 agonist – agonists of CRF-BP/CRF-R2 complex, primary screen, cell-based, HEK293, calcium dye fluorescence, uHTS. CRF-binding protein / CRF receptor 2 complex (human). calcium dye fluorescence (FLIPR); percent of saturating CRF peptide response. activation, % at 13.2 µM. 0.46% of 350,000 active. AID 588473, 2011;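 active = activation of at least 50%, plus an integration ratio under a set limit after plate pattern correction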;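 note: plate controls were neutral control wells without compound for no effect and CRF at EC100 for full effect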
CHRM4 PAM – human M4 muscarinic receptor positive allosteric modulators, primary screen, CHO-K1 cells, Fluo-8 calcium fluorescence; activation, % at 3 µM; 0.4% of 360,000 active; CHO-K1 hM4/Gqi5, ACh EC20; 0% = ACh EC20, 100% = maximal ACh; AID 624126, 2012; Muscarinic acetylcholine receptor M4 (Homo sapiens), P08173;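 active = activation above its plate's cutoff, the mean activation of sample wells plus 3 SD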; note: some results filed as inactive read as strong as hits
CRFBP-R2 block – antagonists of CRF-BP/CRF-R2 complex, primary screen, cell-based, HEK293, calcium dye fluorescence, uHTS. CRF-induced calcium fluorescence. inhibition, % at 11.8 µM. 0.59% of 350,000 active;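 active = inhibition of the ligand-induced calcium signal above about 50% at the single tested concentration, limit read from the data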
M4 antag – human M4 muscarinic receptor antagonists, primary screen, CHO cells, Fluo-8 calcium fluorescence | AID 624125, 2012 | Muscarinic acetylcholine receptor M4 (Homo sapiens), P08173 | 0.73% of 360,000 active | CHO-hM4 cells, ACh EC80 | inhibition, % at 3 µM;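 active = inhibition above its plate's cutoff, the mean inhibition of sample wells plus 3 SD, cut at about 27% in these data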;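 note: 0% = acetylcholine EC80 with DMSO and 100% = DMSO without agonist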
* marks the source's active call; other numbers are inactive results; nt = no result given; & = joins results of further samples.

SMILES | IDE cell inh | CHRM5 PAM | CHRM5 agonist | M4 ag | M5 antag | CRFBP-R2 agonist | CHRM4 PAM | CRFBP-R2 block | M4 antag
CCOC(=O)/C(C#N)=C1/C=Nc2ccccc2N1 | -3 | 0 | 3 | -1 | -4 | 0.3 | 0 | 6 | 6
CCOc1nc(-c2ccccc2)ccc1-c1noc(-c2ccncc2)n1 | 2 | -1 | -2 | 0 | 5 | -1.4 | 1 | -1 | 0
NC(=O)c1ccsc1NC(=O)c1ccc(N2CCCC2=O)cc1 | 2 | -8 | -4 | 3 | 2 | 0.7 | 11 | 8 | -6
COC(=O)c1ccc(OC(=O)c2cccnc2)cc1 | 1 | -5 | -1 | 1 | -1 | 5.0 | 6 | 2 | -3
O=C(CCC(=O)NC1CCN(Cc2ccccc2)CC1)NCc1ccco1 | 6 | 7 | -3 | 0 | -1 | -0.7 | 16 | 5 | 3
O=C1COc2ccc(C(=O)c3ccccc3C(=O)O)cc2N1 | 3 | 2 | -1 | 1 | -3 | -1.2 | -2 | 6 | 5
O=S(=O)(c1cccc(C(F)(F)F)c1)N(CCCN1CCOCC1)Cc1cccs1 | 4&0 | -4&-4 | -8&-5 | 1&2 | 10&5 | -0.6&0.2 | -5&4 | 6&9 | 2&-10
C/C(=N\NC(=O)c1ccc(Br)o1)c1cc2c(cc1NC(=O)CCC(=O)O)OCO2 | nt | 2 | -4 | 1 | 6 | -1.0 | 5 | -2 | 0
Cc1ccc(OCc2ccc(C(=O)NCC3CCCO3)cc2)cc1 (stereo unspecified) | 3 | 9 | -4 | 4 | -15 | 0.2 | 6 | 10 | -13
COc1ccc(CN(CC(=O)NCC2CCCO2)C(=O)CCC(=O)Nc2cc(C)ccn2)cc1 (stereo unspecified) | nt | -6 | -3 | 1 | -7 | 1.6 | 4 | -68 | -8
Cn1cc(-c2ccc(C(=O)Nc3cccc(Oc4ccccc4)c3)c3occc23)cn1 | nt | 5 | 3 | 3 | -6 | nt | 1 | nt | -1
COCc1cc(=O)n2[nH]c(C)c(-c3ccccc3)c2n1 | -1 | 2 | 0 | -1 | 6 | -1.6 | 5 | -11 | -1

Some of the entries so far, as labelled records.
> CCOC(=O)/C(C#N)=C1/C=Nc2ccccc2N1
  IDE cell inh: -3	CHRM5 PAM: 0	CHRM5 agonist: 3	M4 ag: -1	M5 antag: -4	CRFBP-R2 agonist: 0.3	CHRM4 PAM: 0	CRFBP-R2 block: 6	M4 antag: 6
> CCOc1nc(-c2ccccc2)ccc1-c1noc(-c2ccncc2)n1
  IDE cell inh: 2	CHRM5 PAM: -1	CHRM5 agonist: -2	M4 ag: 0	M5 antag: 5	CRFBP-R2 agonist: -1.4	CHRM4 PAM: 1	CRFBP-R2 block: -1	M4 antag: 0
> NC(=O)c1ccsc1NC(=O)c1ccc(N2CCCC2=O)cc1
  IDE cell inh: 2	CHRM5 PAM: -8	CHRM5 agonist: -4	M4 ag: 3	M5 antag: 2	CRFBP-R2 agonist: 0.7	CHRM4 PAM: 11	CRFBP-R2 block: 8	M4 antag: -6
> COC(=O)c1ccc(OC(=O)c2cccnc2)cc1
  IDE cell inh: 1	CHRM5 PAM: -5	CHRM5 agonist: -1	M4 ag: 1	M5 antag: -1	CRFBP-R2 agonist: 5.0	CHRM4 PAM: 6	CRFBP-R2 block: 2	M4 antag: -3

Later entries
SMILES | IDE cell inh | CHRM5 PAM | CHRM5 agonist | M4 ag | M5 antag | CRFBP-R2 agonist | CHRM4 PAM | CRFBP-R2 block | M4 antag
COc1ccccc1C(CNC(=O)C1CC(=O)N(Cc2ccccc2)C1)N1CCCC1 (stereo unspecified) | 0 | 4 | -8 | 2 | -23 | -0.1 | 6 | 4 | -23
Cc1ccc(S(=O)(=O)NC(C)C(=O)Nc2ccc(C(N)=O)cc2)cc1 (stereo unspecified) | 0 | 1 | -4 | 0 | -2 | 0.2 | -5 | -7 | 5
O=C(CN1C(=O)NC2(CCCCCC2)C1=O)c1ccc(Cl)cc1 | 1 | -6 | -4 | 4 | 2 | 3.2 | 6 | -15 | -16
Cc1[nH]c2ccccc2c1C(=O)Cn1c(=O)oc2ccccc21 | -1 | -2 | 3 | 5 | 7 | 2.0 | 5 | -26 | 5
COC1CCCCC1NS(=O)(=O)c1ccc(Cl)cc1 (stereo unspecified) | -5 | -1 | 0 | 0 | -1 | -0.2 | 9 | 8 | -15
CC(C)(C)S(=O)N1Cc2cn(Cc3ccccc3)c(=O)cc2[C@@H]1CCO (stereo partly specified) | nt | 1 | 0 | -1 | -2 | 0.8 | 0 | 6 | 6
CC(=O)Nc1cccc(-c2ccnc3c2CC(C(=O)Nc2cccc(NS(C)(=O)=O)c2)O3)c1 (stereo unspecified) | nt | -2 | 0 | 1 | 2 | nt | 7 | nt | -11
CCC(C)(C(=O)NC1CCCC1)N(Cc1cccs1)C(=O)c1ccc2c(c1)OCO2 (stereo unspecified) | 2 | -15 | -7 | 2 | 4 | -2.7 | 3 | 3 | -6
O=C(O)CN1C(=O)C(=O)N(Cc2ccc(Cl)c(Cl)c2)C1=O | -7 | 8 | -4 | 0 | 3 | 8.7 | 5 | 12 | -9
CN(C)C1(CNCC(O)c2ccccc2)CCCCC1 (stereo unspecified) | -2 | -6 | -9 | 0 | 7 | -1.9 | -9 | 11 | 14
COc1cccc2cc(-c3cn4ccc(C)cc4n3)c(=O)oc12 | -3 | 3 | 0 | 1 | 5 | -1.2 | 0 | 8 | -11
N#Cc1ccc(C(=O)N2CCN(c3ncccn3)CC2)cc1 | 3 | 0 | -2 | 0 | 4 | 0.3 | 3 | 21 | -4
CCOC(=O)N1CCC(NC(=O)c2cc(S(=O)(=O)N3CCc4ccccc43)cn2C)CC1 | -4 | 2 | -7 | 1 | -1 | -0.5 | 6 | 4 | -1
O=C(NC(=S)Nc1cccc(CO)c1)c1ccc(-c2ccccc2)cc1 | 2 | -5 | 0 | 1 | 3 | -0.6 | -5 | -18 | -1
Cn1nccc1C(=O)N1CCC(Cc2ccccc2)CC1 | 1 | 7 | 0 | 8 | -8 | 2.5 | 7 | -16 | -12
COc1ccc(NC(=O)COC(=O)c2ccc(S(=O)(=O)N3CCCCC3)cc2)c(OC)c1 | nt | -6 | -2 | 1 | 2 | 1.9 | -1 | 4 | 9
CC(C)C(NS(=O)(=O)c1ccc2c3c(cccc13)C(=O)N2)C(=O)O (stereo unspecified) | 6 | -5 | 1 | 0 | 0 | -0.9 | 5 | 2 | -2
COc1ccc(-c2oc(NC(=O)CSc3nncn3C)c(C#N)c2-c2ccc(OC)cc2)cc1 | 10 | -6 | 0 | 0 | 5 | -2.4 | -6 | -29 | 10
CC(C)c1ccc(N(CC(=O)NCc2ccco2)C(=O)CCC(=O)Nc2ccccn2)cc1 | 1 | 8 | -3 | 1 | 6 | -1.0 | 1 | -7 | -4
CCOc1ccccc1N(C)C(=O)c1nn(-c2ccc(OC)cc2OC)c(=O)c2ccccc12 | 0 | 1 | 0 | -1 | -3 | 0.4 | 0 | 0 | 12
O=S(=O)(Nc1ccc(O)c(Sc2nc3ccccc3s2)c1)c1cccc2ccccc12 | 2 | -8 | 1 | 6 | 7 | 0.6 | -2 | -17 | 2
Cc1nnc(NC(=O)c2ccc(S(=O)(=O)N3CCCCCC3)cc2)o1 | 2 | -3 | -5 | 0 | -4 | -1.6 | 6 | -23 | 0
CCc1ccc(OCC(=O)NCCOc2ccccc2)cc1 | -1 | -1 | -3 | -2 | 10 | -1.6 | 12 | -16 | 7
Cc1ccc(C(=O)Nc2cccnc2)cc1C | nt | 0 | 0 | 0 | 2 | -1.1 | 2 | 12 | -4

Next part; it opens with the 4 that closed the last part.
SMILES | IDE cell inh | CHRM5 PAM | CHRM5 agonist | M4 ag | M5 antag | CRFBP-R2 agonist | CHRM4 PAM | CRFBP-R2 block | M4 antag
O=S(=O)(Nc1ccc(O)c(Sc2nc3ccccc3s2)c1)c1cccc2ccccc12 | 2 | -8 | 1 | 6 | 7 | 0.6 | -2 | -17 | 2
Cc1nnc(NC(=O)c2ccc(S(=O)(=O)N3CCCCCC3)cc2)o1 | 2 | -3 | -5 | 0 | -4 | -1.6 | 6 | -23 | 0
CCc1ccc(OCC(=O)NCCOc2ccccc2)cc1 | -1 | -1 | -3 | -2 | 10 | -1.6 | 12 | -16 | 7
Cc1ccc(C(=O)Nc2cccnc2)cc1C | nt | 0 | 0 | 0 | 2 | -1.1 | 2 | 12 | -4
CN1CC(=O)N(CC(=O)NCc2ccc(F)cc2)c2ccccc2C1=O | 5 | 7 | -4 | 1 | -1 | 0.2 | 7 | 9 | -6
O=C(NCc1cn(-c2ccccc2)nc1-c1ccc(F)cc1)c1cccc([N+](=O)[O-])c1 | 0 | -3 | -2 | 2 | 3 | 3.6 | -6 | 3 | 5
Cc1c(C)c2ccc(OCC(=O)N(C)C3CCS(=O)(=O)C3)c(C)c2oc1=O (stereo unspecified) | 4 | -6 | -4 | 1 | 4 | -2.6 | 1 | 2 | -3
COC(=O)CNC(=O)C1CCCN1C(=O)OC(C)(C)C (stereo unspecified) | 1 | -2 | 0 | 1 | 1 | -0.3 | 1 | 11 | 5
Cc1ccccc1Cn1c(=O)n(CC2CCC(C(=O)NCCc3ccccc3)CC2)c(=O)c2ccccc21 (stereo unspecified) | 8 | -4 | 0 | 0 | 13 | 0.2 | -1 | 8 | 0
O=C(Nc1ccccn1)c1cc(-c2ccc(Cl)s2)nc2ccccc12 | -4 | -9 | 3 | 3 | 2 | 4.3 | 2 | -18 | 6
COC(=O)c1ccsc1NS(=O)(=O)c1ccccc1 | 7 | -11 | 2 | 3 | 15 | 2.9 | 10 | -5 | -7
COc1ccc(Oc2nc3c(c(=O)n(C)c(=O)n3C)n2Cc2cccc(OC)c2)cc1 | 0 | 6 | 1 | 0 | -1 | 0.6 | 4 | 13 | 5
Cc1cc(C)cc(C(=O)/C=C2\NC(=O)CS2)c1 | 6 | 3 | 0 | 0 | -6 | -4.2 | -2 | -2 | 9
COc1ccc2oc(=O)c(-c3nnc(NCc4ccco4)s3)cc2c1 | -1 | -9 | 1 | 0 | 6 | 22 | -3 | 23 | 7
COc1ccc(Cl)cc1NC(=O)CCN1CCN(Cc2ccccc2)CC1 | 0 | -15 | -11 | 1 | 11 | -4.1 | -9 | 9 | 12
CCCCC1CC(/C(C)=N/NC(N)=O)OC1=O (stereo unspecified) | -3 | 4 | -5 | 0 | -11 | 1.7 | 11 | 21 | 4
Cc1ccc(NS(=O)(=O)c2ccc(-c3ccc(=O)[nH]n3)o2)cc1Cl | 4 | -3 | -4 | 1 | 3 | -0.4 | 6 | -7 | -8
O=C(c1ccccc1)N1CCN2C(=O)c3ccccc3C12c1ccc(Cl)cc1 (stereo unspecified) | 0 | -14 | -11 | 1 | 6 | 0.0 | -2 | -3 | -5
